MOR-DOR ag: agonists of OPRM1-OPRD1 heterodimerization, primary screen, cell-based, luminescence. actives 0.3% (n = 340,000). AID 504326, 2011. cells. activation, % at 9.3 µM. Mu-type opioid receptor (Homo sapiens) + Delta-type opioid receptor (Homo sapiens), …; in the data active = activation above about 18%;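 note: 0% = vehicle-treated cells and 100% = reference agonist; values of inactives mirror those of a sister screen read the other way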
HTR5A ag ctr: HTR5A agonists in luminescence cell assay, primary screen, counter-screen for OPRM1-OPRD1 heterodimer agonist project, full-deck HTS; actives 0.61% (n = 340,000); activation, % at 9.3 µM; cell-based; 5-hydroxytryptamine receptor 5A (Homo sapiens), P47898; in the data active = activation mostly above about 9.5%, no sharp cut-off; inactive = mostly below about 7.6%;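 note: 0% = cells with vehicle only and 100% = reference agonist; strong numbers were not always called active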
Target sequence (P47898 whole entry, looked up): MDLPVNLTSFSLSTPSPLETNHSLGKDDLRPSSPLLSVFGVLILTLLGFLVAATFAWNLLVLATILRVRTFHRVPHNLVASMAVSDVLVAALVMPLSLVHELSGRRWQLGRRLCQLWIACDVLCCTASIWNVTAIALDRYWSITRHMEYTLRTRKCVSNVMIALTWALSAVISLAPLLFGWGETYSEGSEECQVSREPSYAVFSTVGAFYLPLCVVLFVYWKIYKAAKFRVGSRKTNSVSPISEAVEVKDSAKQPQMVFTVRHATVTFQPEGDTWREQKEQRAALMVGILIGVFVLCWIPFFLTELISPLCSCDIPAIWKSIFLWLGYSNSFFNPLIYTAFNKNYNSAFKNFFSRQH
SUMO Mot1 rescue: yeast Mot1-301 growth rescue at high temperature, primary screen, SUMOylation pathway inhibitor project, S. cerevisiae, ATP luminescence, 38.5C. S. cerevisiae Mot1-301 growth rescue; percent above DMSO median, 100 means doubled. growth rescue, % at 18.8 µM. actives 1% (n = 320,000). AID 2716, 2010;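 active = every valid replicate shows activation above 250% relative to neutral control wells; inactive = the rest, any valid replicate at or below 250%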;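 note: OY570 slx delta 5 strain wells were the positive control but not used for scaling; some compounds called inactive have numbers as strong as hits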
phage Ecoli inh: growth loss of phage-infected E. coli, primary screen, RecBCD inhibitor project, absorbance, with phage, HTS | inhibition, % at 11.9 µM | AID 651602, 2012 | actives 0.26% (n = 360,000); in the data active = inhibition above about 11%
HTR5A inv ag: HTR5A inverse agonists in luminescence cell assay, primary screen, counter-screen for OPRM1-OPRD1 heterodimer inverse agonist project, full-deck HTS; inhibition, % at 9.3 µM; 5-hydroxytryptamine receptor 5A (Homo sapiens), P47898; actives 0.083% (n = 340,000); HTR5A cell line, inverse agonism; in the data active = inhibition mostly above about 23%, no sharp cut-off; inactive = mostly below about 18%;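 note: 0% = cells with DMSO and 100% = no-cell wells with DMSO; some compounds called inactive have numbers as strong as hits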
MOR-DOR inv ag: inverse agonists of MOR-DOR heterodimerization, primary screen, cell-based, luminescence | inhibition, % at 9.3 µM | actives 0.21% (n = 340,000) | cell-based MOR-DOR heterodimer luminescence, inverse agonism | AID 504357, 2011 | Mu-type opioid receptor (Homo sapiens) + Delta-type opioid receptor (Homo sapiens), …; in the data active = inhibition above about 22%, passing the limit was not always enough;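 note: 0% = cells with DMSO and 100% = wells without cells with DMSO; values of inactives mirror those of a sister screen read the other way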
PKA-R1A activ: activators of PKA-R1A holoenzyme, primary screen, biochemical, fluorescence polarization, Cy5-IP20, bovine R1A, mouse PKAc | PKA-R1A dissociation; scaled: DMSO 0%, 113 µM cGMP 100% | actives 0.083% (n = 340,000) | cAMP-dependent protein kinase type I-alpha regulatory subunit (Bos taurus) + … | activation, % at 11.4 µM | AID 504707, 2011;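 active = percent activation above the mean of all tested compounds plus 3 SD, cut at about 19% in these data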;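 note: higher means more PKAc released from R1A so a rise in polarization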
Pemphigus Ab inh: inhibitors of pemphigus antibody binding to DSG3, primary screen, biochemical, bead-based, flow cytometry, scFv-GFP; AID 588358, 2011; DSG3-coupled beads, scFv-anti-DSG3-GFP binding; hits give low values; actives 0.48% (n = 310,000); binding (percent of control), % at 10 µM; Desmoglein-3 (Homo sapiens), P32926;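 active = binding more than 3 SD below its plate's average and above zero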;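 note: hits lower antibody fragment binding to DSG3; some compounds called inactive have numbers as strong as hits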
AddAB inh: growth inhibition of E. coli expressing H. pylori AddAB, primary screen, AddAB inhibitor project, absorbance; inhibition, % at 11.9 µM; actives 0.29% (n = 330,000); AID 435030, 2010; in the data active = inhibition above about 12%;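 note: 0% = vehicle wells of infected cells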
Ecoli viability: E. coli V3065 growth inhibition, primary screen, counter-screen for AddAB inhibitor project, absorbance, OD600; inhibition, % at 11.9 µM; 18 h; actives 0.27% (n = 330,000);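 active = inhibition above the campaign's mean inhibition across all tested compounds plus 3 SD, cut at about 9.9% in these data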;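 note: uninfected addAB+ strain grown without phage in ampicillin broth; 0% = DMSO wells and 100% = ciprofloxacin 0.95 µg/ml wells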
PfHsp90 yeast 2: growth inhibition of PfHsp90-expressing yeast, primary screen, antimalarial PfHsp90 inhibitor project, S. cerevisiae, BacTiter-Glo luminescence, single point, set 2 | BacTiter-Glo ATP, 48 h; yeast lacking PDR1 and PDR3 efflux regulators | inhibition, % at 9.4 µM | actives 0.32% (n = 310,000) | AID 504621, 2011;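 active = every replicate shows inhibition above about 80%, whatever the replicate mean, limit read from the data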;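 note: 0% = DMSO neutral controls and 100% = 20 µM radicicol positive controls; yeast relying on Plasmodium falciparum Hsp90 in place of its own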
Starred values were filed as active, the others as inactive; / = not tested or not shown.

SMILES	MOR-DOR ag	HTR5A ag ctr	SUMO Mot1 rescue	phage Ecoli inh	HTR5A inv ag	MOR-DOR inv ag	PKA-R1A activ	Pemphigus Ab inh	AddAB inh	Ecoli viability	PfHsp90 yeast 2
C/C(CC(=O)Nc1ccccn1)=N\NC(=O)C(=O)Nc1cccc(C)c1	-0.6	-1.9	-10.1	3.3	-8.2	3.5	-2.1	112.0	0.8	3.0	20.6
O=S(=O)(c1cccc(S(=O)(=O)N2CCCC2)c1)N1CCCCC1	-1.8	11.1	-19.7	3.8	6.2	11.1	-4.2	95.1	2.9	-0.8	-20.7
COC(=O)c1cc2occc2n1Cc1nc(-c2ccccc2C)oc1C	0.8	-1.5	610.7*	0.5	4.3	-3.9	-4.6	97.5	0.2	0.7	-5.4
Fc1cccc(CSc2ccc(-c3ccc4c(c3)OCO4)nn2)c1	6.5	0.5	12.3	3.6	10.7	-32.7	-3.2	79.5	1.1	1.3	-28.7
O=C(c1cc2nc(-c3ccccc3)cc(C(F)(F)F)n2n1)N1CCCC1	-2.8	-3.2	/	2.4	-21.1	15.2	-3.1	95.4	/	/	-9.0
C/C(N)=C(/C#N)C(=O)COc1ccc(Cl)cc1Cl	-3.5	3.5	26.7	5.2	0.6	16.5	2.7	98.8	2.5	2.3	3.4
O=c1cc(-c2ccccc2)oc2ccc(Cl)cc12	1.3	4.6	/	-2.3	-17.6	-5.6	-5.2	87.8	/	/	-54.4
COc1ccc(S(=O)(=O)Cc2ccc(C(=O)NCc3cccnc3)o2)cc1	-0.2	-1.7	-7.4	1.1	4.6	1.1	-2.5	102.9	2.9	0.2	/
CC(C)CC(NC(N)=O)C(=O)NCCc1ccc(Cl)cc1Cl (stereo unspecified)	-2.2	1.7	0.6	3.8	-14.6	11.8	-6.5	99.2	1.7	1.4	-20.5
COc1ccc(OC2C(=O)N(c3ccc(F)cc3)C2c2ccc(OC)c(OC)c2)cc1 (stereo unspecified)	0.2	2.1	2.8	2.6	-4.9	-1.0	-8.6	97.0	0.6	-0.8	/
Cc1cc(NC(=O)CSc2nc(C(C)C)nc3c2c(=O)n(C)c(=O)n3C)no1	-0.1	6.2	-6.3	1.1	-18.8	0.7	-3.1	97.5	0.0	-2.2	0.7
CN(CC(=O)NC1CCCc2ccccc21)C1CCCCC1 (stereo unspecified)	8.9	-6.2	-9.8	4.6	17.2	-48.9	-7.9	103.5	2.3	1.0	-11.8
Nc1nc2n(n1)C(c1ccc(Cl)cc1)CC(c1ccc(F)cc1)N2 (stereo unspecified)	-1.3	-4.0	-6.9	3.0	10.5	6.6	0.5	109.9	0.2	-0.9	0.0
CC(=O)N/C(=C\c1ccccc1)C(=O)OC(C)C(=O)c1ccccc1 (stereo unspecified)	-4.6	-0.4	14.6	2.6	-4.2	25.0	3.0	96.6	2.4	1.2	/
CCC(Oc1ccccc1OC)C(=O)N1CC(=O)Nc2ccccc21 (stereo unspecified)	-0.6	2.1	-3.0	1.3	4.2	4.6	4.2	/	3.7	0.9	8.7
O=C(NC1(C(F)(F)F)C(=O)Nc2c1c(=O)[nH]c(=O)n2Cc1ccccc1)c1ccco1 (stereo unspecified)	-1.9	0.7	76.3	-0.2	-7.2	8.7	-10.1	97.5	-1.4	-3.6	2.9
Cc1cccc(C)c1NC(=O)Cn1nc(C)n2cccc2c1=O	-3.6	0.1	-2.3	-0.2	-3.1	18.6	-1.1	103.1	5.7	1.9	19.6
Cc1ccccc1C(=O)Nc1ccc(S(=O)(=O)N2CCN(C)CC2)cc1	-2.7	4.2	1.4	0.7	-7.2	15.6	-8.5	107.7	-2.0	0.2	15.4
COc1ccccc1CNC(=O)[C@H](C)NC(=O)C1CCN(C(=O)[C@@H](N)CCSC)CC1	-0.3	-2.7	-5.7	3.4	9.7	1.4	7.7	/	4.0	-1.0	-11.3
O=C(O)/C(=C\c1ccccc1)c1ccccc1	0.6	2.8	-6.8	3.9	-7.5	-3.0	-5.7	106.8	-0.3	0.6	6.9
CCOC(=O)C1=C(C)NC(=O)CC1c1cc2c(cc1Br)OCO2 (stereo unspecified)	-2.4	1.6	/	2.0	-4.5	13.6	-5.6	102.3	-1.9	-0.8	4.7
Cc1cc(C)cc(N2CC(C(=O)OCC(=O)Nc3cc(C)on3)CC2=O)c1 (stereo unspecified)	-3.0	-3.0	-11.3	-0.3	9.7	15.8	3.9	108.4	1.8	0.8	-44.7
Cc1ccc2cc(C(c3nnnn3C3CCCC3)N(Cc3cccnc3)Cc3ccco3)c(=O)[nH]c2c1 (stereo unspecified)	-2.4	9.9	-8.6	1.2	-25.5	13.3	-0.7	102.0	-0.6	-1.5	-4.0
CCCC(C)C(=O)Nc1ccc(Cl)cc1Cl (stereo unspecified)	-0.4	-3.6	5.2	1.2	8.6	1.5	1.8	/	1.9	-2.4	-6.3
Cn1c(SCC(=O)c2ccc(F)cc2)nc2cccnc21	-0.1	6.4	-9.0	-0.8	-30.4	0.6	-5.5	105.5	1.5	-1.9	-3.2
CCN1C[C@@H]2[C@@H]3C(=O)N(Cc4ccccc4)C(=O)[C@@H]3[C@](Cc3ccccc3)(C1=O)N2C(=O)c1ccccc1	-1.4	-0.6	/	2.5	-11.6	7.7	7.3	105.6	/	/	-3.1
c1ccc(-c2cncn2-c2ccccc2)cc1	0.3	8.6	-6.8	0.4	-8.4	-1.6	-6.5	108.5	-0.9	-1.9	-21.3
C=CCOc1ccc(/C=C/C(=O)OC(C)C(=O)Nc2ccc(NC(C)=O)cc2)cc1 (stereo unspecified)	-0.1	3.3	234.2	4.1	-11.0	0.7	4.2	97.3	-0.7	-2.5	/
COCCN(CC(=O)Nc1cccc(C)c1C)C(=O)Cn1c(=O)cnc2ccccc21	0.0	-1.2	-9.4	3.5	-0.5	-0.1	8.0	101.2	-0.4	-2.3	22.5
CCn1c(/C=N/n2cnnc2)nc2ccccc21	-1.7	-0.2	-22.5	1.6	-8.2	9.5	-4.6	79.0	0.4	2.2	-11.8
COC(=O)C1CSC(C(=O)OC)N1C(=O)CN1CCN(c2ccc(OC)cc2)CC1 (stereo unspecified)	-0.9	-1.3	-17.5	4.3	3.2	6.0	-5.9	89.2	0.8	-0.4	11.3
CCOC(=O)c1ccc(NC(=O)CCc2ccc(C)o2)cc1	-0.9	2.5	-5.3	0.9	-7.0	4.7	5.8	98.2	-0.5	-0.2	12.4
C[C@@]12C(=O)N(CC3CC3)CC(=O)N1[C@H](/C=C/c1ccccc1)[C@@H]1C(=O)N(c3ccccc3)C(=O)[C@@H]12	-0.8	0.4	0.1	2.1	2.8	4.4	5.3	102.3	2.7	1.3	/
CCOC(=O)c1c(C)c(C)n(Cc2cccc(OC)c2OC)c1C	-1.2	2.1	3.9	4.3	10.1	5.9	-12.2	/	2.9	-2.5	9.5
O=C1CSC(c2cccnc2)N1Cc1ccc(Cl)cc1Cl (stereo unspecified)	-0.9	-2.8	24.0	3.0	8.1	4.5	-4.6	/	2.1	-1.1	6.6
COc1ccc(C)cc1NC(=O)NNC(=O)C(C)Oc1ccc([N+](=O)[O-])cc1 (stereo unspecified)	-3.0	-2.2	88.1	-1.4	5.2	15.6	5.5	106.3	0.3	0.9	7.9
COc1ccc(Cl)cc1C(=O)Nc1ccc(S(=O)(=O)N2CCCC2)cc1	-1.3	3.5	30.3	4.5	-1.9	6.5	-13.3	100.7	-1.7	-1.5	18.7
O=C(NCc1ccccc1)C(=O)NCC1CCCN1S(=O)(=O)c1cccs1 (stereo unspecified)	-0.6	0.8	66.0	0.8	-2.1	3.3	-5.7	104.6	1.8	-2.1	/
O=C(CSc1ncccn1)c1ccccc1Br	-2.2	2.1	435.6*	3.4	-7.5	11.8	3.6	106.2	2.8	-1.9	-14.1
Clc1cccc(-c2cc3nc4c(c(NCc5ccco5)n3n2)CCCC4)c1	-2.8	5.0	747.8	1.2	-14.4	16.3	-6.6	108.0	2.3	-0.6	18.7
CC(C)CC(=O)N1CCN(C(=O)c2ccc(-c3ccccc3)cc2)CC1	-0.9	2.9	-8.0	-0.4	-10.8	4.2	5.5	102.7	1.0	2.5	-12.8
Cc1cc(C)c(CN2CCN(C(=O)Cn3ccc(N)nc3=O)CC2)c(C)c1	1.6	4.7	-15.8	0.8	-17.3	-9.0	-4.7	106.6	0.9	0.9	-15.7
COc1ccccc1NC(=S)NNC(=S)Nc1ccc(OC(F)F)cc1	-2.1	-4.0	2.2	3.6	-33.1	11.3	2.4	99.9	2.0	-1.0	0.5
Cc1cccc2sc(N(CCN(C)C)C(=O)/C=C/c3cccs3)nc12	-0.3	3.1	-2.4	5.3	-29.5	1.8	-8.2	138.9	-0.2	-0.8	11.5
CC(OC(=O)c1ccccc1C(=O)N(C)C1CCCCC1)C(=O)NC1(C#N)CCCCC1 (stereo unspecified)	-4.4	-1.6	-2.3	-0.9	8.3	17.1	-11.0	107.6	3.2	0.9	20.9
Nn1c(Cc2ccccc2)nnc1Cc1ccccc1	-1.9	-0.6	/	1.3	2.1	9.6	-2.8	90.8	/	/	2.0
COc1ccc(-n2ncc3c(N4CCN(c5cc(C)ccc5C)CC4)ncnc32)cc1	-0.5	1.1	1.9	4.0	-3.0	2.4	2.1	96.6	-0.7	-0.4	-7.9
COc1ccccc1NS(=O)(=O)c1cc(NC(=O)CCC2CCCC2)ccc1N1CCOCC1	-4.9	5.4	74.4	1.7	-9.0	24.5	-12.1	100.6	4.3	-0.8	10.2
O=C(CNC(=O)c1cn2ccccc2n1)Nc1ccc(F)c(F)c1	-1.8	-3.4	-1.4	2.0	9.4	11.1	-6.8	102.1	1.2	1.8	/

Rewritten with each value named: part of the list above
canonical_smiles: CCCC(C)C(=O)Nc1ccc(Cl)cc1Cl (stereo unspecified)
- MOR-DOR ag: -0.4
- HTR5A ag ctr: -3.6
- SUMO Mot1 rescue: 5.2
- phage Ecoli inh: 1.2
- HTR5A inv ag: 8.6
- MOR-DOR inv ag: 1.5
- PKA-R1A activ: 1.8
- Pemphigus Ab inh: /
- AddAB inh: 1.9
- Ecoli viability: -2.4
- PfHsp90 yeast 2: -6.3
canonical_smiles: Cn1c(SCC(=O)c2ccc(F)cc2)nc2cccnc21
- MOR-DOR ag: -0.1
- HTR5A ag ctr: 6.4
- SUMO Mot1 rescue: -9.0
- phage Ecoli inh: -0.8
- HTR5A inv ag: -30.4
- MOR-DOR inv ag: 0.6
- PKA-R1A activ: -5.5
- Pemphigus Ab inh: 105.5
- AddAB inh: 1.5
- Ecoli viability: -1.9
- PfHsp90 yeast 2: -3.2
